TCR activator: activators of T cell receptors | 330,000 tested, under 10 active | primary human leukocytes, anti-CD3, IL-2 HTRF, 48 h | Potency, µM (series often up to 9.22 µM), for the others: top-dose activation of IL-2 secretion, hits mostly activators; also: % of control where 0% means no effect
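Using a-CD3 beads without co-stimulation, primary human leukocytes were exposed to compounds for 48 hr. An HTRF IL-2 kit measured the cytokine, with europium-to-d2 energy transfer producing emission at 665nm upon 320nm excitation.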
a7 integrin act: integrin-mediated muscular dystrophy alleviation activation; alpha7betagal myoblasts, beta-gal FDG fluorescence, 48 h; Potency, µM (highest dose often 38.3 µM), inactives show at the top dose activation, most hits filed as activators; 350,000 compounds, 0.064% hits; AID 624291;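 also: potency is read from the fitted curve at half-maximal effect; 100% = response of the positive control SU9516; nearly all actives have a fitted effect of over 60% in size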
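alpha7betagal+/- myoblasts (passage 13, 250/well) treated 48 h at 37C with compounds at 1:260 dilution of DMSO stock. Lysed, then beta-galactosidase activity read as FDG fluorescence (ex 480/em 540) after 30 min, with pre-read for autofluorescence.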
S-ASM inh: inhibitors of human secretory acid sphingomyelinase; P17405; placental ASM, HMU-PC fluorogenic substrate, 60 min; Potency, µM (doses to about 57.5 µM), for the others: top-dose activity change, negative = inhibition, usual class: inhibitors; 340,000 compounds, 0.006% hits; AID 504937; also: potency is read from the fitted curve at half-maximal effect
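Human placenta-derived ASM enzyme was preincubated with compound for 10 minutes at room temperature, then given fluorogenic substrate HMU-PC0 (9 uM final) for 60 minutes at 37 °C; a pH 10 stop preceded fluorescence reading at Ex 386/Em 447 nm.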
TSG101-PTAP inh: blocks PTAP/TSG101 interaction to inhibit HIV-1 budding. Fluorescence polarization, FITC-PTAP peptide / Tsg101 binding. Potency, µM (top dose mostly 115 µM), for the others: at the top dose activity change, negative = inhibition, most hits filed as inhibitors. 340,000 tested, under 10 active. AID 493005; active = well fitted inhibition curve with a large enough effect in the main read-out, with a control signal flat, not every such curve was filed as active; inconclusive = small, poorly fitted or top-dose-only effect, or effect the other way, or a change in a side signal; inactive = no such curve, though single readings can be large or run the other way; also: potency is read from the fitted curve at half-maximal effect; % of control where 0% means no effect
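FP read-out: FITC-PTAP peptide, 50 nM final, binding Tsg101 binding domain, 10 uM final; 20 min, r.t.; 10 mM HEPES pH 7.5, 0.15 M NaCl, 0.01% Tween 20, 3 mM EDTA, 0.1 mM TCEP.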
Numbers without * were called inactive; ? = inconclusive; . = not tested or not shown; [ ] = remark or other dose. Unless noted, calls follow the shape of the dose curve; as a rule, active = well fitted curve in the direction sought with a large enough effect; inconclusive = small, poorly fitted or top-dose-only effect, or another doubt; inactive = no such curve, though single readings can be large; an effect the other way counts as inactive or inconclusive. These rows are one share of the data, so the mix of outcomes need not match the whole.

SMILES	TCR activator	a7 integrin act	S-ASM inh	TSG101-PTAP inh
CCCCNC(=O)c1onc(CSc2ccc(Cl)cc2)c1C(=O)NCCCC	9%	15%	-9%	-6%
C1CN(CC2COC(CN3CCOCC3)CO2)CCO1 (centres undefined)	-4%	-8%	0%	-5%
C/C(=N\NC(=O)CCC(=O)N/N=C(\C)c1ccc(C)o1)c1ccc(C)o1	-3%	22%	3%	1%
Cc1ccc2nc(CSc3nnc(-c4ccco4)n3-c3ccccc3)cc(=O)n2c1	0%	-8%	8%	-3%
Cc1cccc(-c2c3c(=O)n(C)c(=O)n(C)c3cn2-c2ccc(O)cc2)c1	2%	10%	5%	-11%
O=C1CCN(Cc2ccccc2)C=C1C(=O)c1ccccc1	5%	0%	3%	0%
C#CCSc1nnc(C)c(C)n1	-9%	-11%	3%	-6%
COc1ccc(OC)c(S(=O)(=O)N2CCN(C(=O)CCc3ccccc3)CC2)c1	8%	16%	-5%	2%
NC(=O)C1=C(c2ccccc2)c2ccccc2C1=O	-1%	-69%[inhibitor]	0%	-6%
CC(C)(C)c1csc(NC(=O)c2cccnc2Cl)n1	3%	15%	-3%	0%
Oc1[nH]c2ccccc2c1N=Nc1c(F)c(F)c(F)c(F)c1F	3%	-32%	-8%	-1%
COC(=O)[C@@H]1C[C@@]2(Br)c3ccccc3N(S(=O)(=O)c3ccccc3)[C@H]2N1C(=O)OC	6%	22%	3%	-2%
CC(=O)N1CCc2cc([N+](=O)[O-])ccc21	-2%	18%	-2%	-5%
COc1ccc(C2(C)C(C#N)C(=O)NC(=O)C2C#N)cc1 (centres undefined)	-2%	13%	3%	-2%
O=C(CCSCCC(=O)NN=Cc1ccccc1O)NN=Cc1ccccc1O	-4%	0%	.	-6%
Nc1nc(SCC(=O)N2N=C3/C(=C\c4ccco4)CCCC3C2c2ccco2)n[nH]1 (centres undefined)	4%	0%	-2%	-4%
O=S(=O)(NCCc1ccc(F)cc1)c1cc(C(F)(F)F)ccc1Br	4%	-2%	-7%	-7%
CN(C(=O)c1ccc(NC(=O)Cc2cccc(NC(=O)C3CCCN(C(=O)C4CC4)C3)c2)cc1)C1CC1 (centres undefined)	6%	10%	0%	-1%
O=C(Cn1cc(COc2c(Br)cc(F)cc2Br)nn1)c1ccc(O)cc1	0%	-1%	-5%	-2%
Cc1cccn2c(=O)c3cc(C(=O)N4COCC4(C)C)n(Cc4ccccc4)c3nc12	3%	0%	.	0%
O=C(N/N=C\c1ccccc1)c1cccc(C(=O)N/N=C\c2ccccc2)n1	-5%	-2%	-14%	-2%
O=c1[nH]c2cc3c(cc2cc1CN(CCc1ccccc1)C(=S)NCCCN1CCOCC1)OCCO3	-2%	4%	21%	-3%
C=C[C@H]1[C@H](OC2OC(CO)C(O)C(O)C2O)OC=C(C(=O)OC)[C@H]1C[C@H]1CC(=O)C[C@H](CC(=O)CCc2ccc(O)cc2)O1 (some centres undefined)	17%	-14%	11%	1%
Cc1ccc(N2C(=O)c3oc4ccccc4c(=O)c3C2c2cccc(O)c2)nc1 (centres undefined)	-1%	0%	-5%	1%
NC(=S)NN=C1C=CCCC1	1%	-9%	4%	0%
COc1cccc(C(=O)OCCCOC(=O)c2cccc(OC)c2OC)c1OC	1%	-25%	1%	1%
O=C(NCC1CC1)c1cc(-c2ccccc2)nn1CC1CC(c2cccc([N+](=O)[O-])c2)=NO1 (centres undefined)	-4%	-16%	-3%	-9%
O=C(NCc1ccccn1)C1CCCN(S(=O)(=O)c2cc(Cl)ccc2Cl)C1 (centres undefined)	7%	-57%[inhibitor]	0%	1%
CC1(C)[C@H](C(=O)O)N2C(=O)C[C@H]2S1(=O)=O	-7%	2%	10%	0%
CC(C)n1c(CN2CCN(C)CC2)nc2c1c(=O)n(C)c(=O)n2C	2%	8%	0%	-3%
CSc1nc(O)c(Nc2ccccc2)c(=O)[nH]1	-10%	11%	-6%	-4%
O=c1cc2c(c(-c3ccccc3)n1Cc1ccccc1)[C@H](CCO)NC2	5%	0%	7%	-1%
CCOc1ccc2nc(SCC(=O)N(CC(C)C)c3c(N)n(CC(C)C)c(=O)[nH]c3=O)[nH]c2c1	2%	20%	2%	-2%
c1ccc(-c2ccc3ccccc3n2)cc1	2%	11%	-1%	-2%
O=c1c(O)c(-c2ccc(O)cc2)oc2cc(O)cc(O)c12	-1%	7%	-13%	-1%
COc1ccc(CNC(=O)c2ccc(N3CCC4(CC3)CC(c3ccc(Cl)cc3)=NO4)c([N+](=O)[O-])c2)cc1	-3%	33%	-2%	1%
Cc1ccc(NC(=O)COC(=O)Cn2c(C)csc2=O)cc1S(=O)(=O)N1CCOCC1	0%	13%	-1%	-5%
Cc1cc([N+](=O)[O-])c2ccccc2c1NS(=O)(=O)c1ccccc1	-5%	-2%	-11%	-2%
Cc1nc2cc(Cc3ccccc3)ccc2o1	2%	8%	-9%	-4%
Cn1c(N)c(C(C[N+](=O)[O-])c2ccccc2Cl)c(=O)n(C)c1=O (centres undefined)	-6%	-43%[inhibitor]	-4%	-1%
CC(=O)c1cn(-c2ccc([N+](=O)[O-])cc2)c(=O)n(C)c1=O	-60%	25%	0%	-2%
O=c1cc(-c2ccco2)oc2ccccc12	-1%	-6%	-3%	-3%
Cc1cc(Nc2ccccc2)cc(=O)n1C	-5%	-25%	-1%	-10%
O=C1NC(=S)NC1=Cc1ccc(O)cc1	-8%	-22%	-5%	1%
COCCNC(=O)c1ccc2c(c1)S(=O)(=O)c1ccccc1C2=O	5%	-14%	13%	-3%
O=[N+]([O-])c1cc(-c2csc(NC(CO)c3nc4ccccc4n3CCOCCO)n2)ccc1Cl (centres undefined)	-3%	-17%	-17%	-3%
CC(=C1SC(=S)NC1=O)c1ccccc1	-5%	23%	2%	-1%
CCOc1ccc(NS(=O)(=O)c2ccc(NC(=O)c3ccccc3C(=O)O)cc2)cc1	0%	5%	8%	1%
CCN(C(=O)CSc1nc2ccc([N+](=O)[O-])cc2s1)c1c(N)n(Cc2ccccc2)c(=O)[nH]c1=O	-1%	1%	1%	-4%
O=C(Nc1ccn(CCCNCc2ccccc2)c(=O)n1)OCc1ccccc1	0%	12%	-6%	-1%
CN(C)c1nc2c(c(=O)n(C)c(=O)n2C)n1CC(=O)c1cccs1	-2%	0%	-1%	1%
CC(C)=N/N=C1/NC(=O)C(c2ccccc2)S1 (centres undefined)	-8%	17%	1%	-1%
C=CCNc1nc(-c2ccc3c(c2)OCCO3)cs1	1%	-21%	-1%	-4%
CC(=O)Nc1n[nH]c(=S)s1	-2%	15%	-4%	-3%
CN(C)CCNC(=O)c1ccc(Cl)c2cc3ccccc3nc12	3%	-57%[inhibitor]	16%	-5%
O=[N+]([O-])c1ccc(NN=C2CCCCC2)c([N+](=O)[O-])c1	-3%	14%	-5%	-5%
O=C(C=Cc1ccccc1)Nc1ccccc1	5%	4%	2%	-5%
CCOC(=O)/C=C1/SCC(=O)N1CC(=O)Nc1ccc2c(c1)CCC2	-1%	10%	-2%	-1%
N#Cc1ccc(C(=O)N2CCC3CC2c2cc(-c4ccc(F)cc4)ccc23)cc1 (centres undefined)	-2%	27%	-11%	-1%
Cc1ccc(OCc2occc2C(=O)O)cc1	0%	-45%[inhibitor]	0%	-8%

Reformatted as labelled records: 2 of the compounds above
> N#Cc1ccc(C(=O)N2CCC3CC2c2cc(-c4ccc(F)cc4)ccc23)cc1 (centres undefined)
  TCR activator: -2% | a7 integrin act: 27% | S-ASM inh: -11% | TSG101-PTAP inh: -1%

> Cc1ccc(OCc2occc2C(=O)O)cc1
  TCR activator: 0% | a7 integrin act: -45%[inhibitor] | S-ASM inh: 0% | TSG101-PTAP inh: -8%

Other structures
SMILES	TCR activator	a7 integrin act	S-ASM inh	TSG101-PTAP inh
COc1cc(N)c2ncccc2c1OC	-3%	-11%	1%	-5%
CCOC(=O)Nc1ccc2c(COC(=O)CN(C)S(=O)(=O)c3ccc(C)cc3)cc(=O)oc2c1	12%	0%	24%	2%
O=S(=O)(NC(CO)Cc1ccccc1)c1cc(Cl)ccc1F (centres undefined)	-3%	3%	1%	-7%
O=C(c1cccc(Cl)c1)N1CCC(=O)N(C(CO)Cc2ccccc2)CC1 (centres undefined)	2%	16%	3%	-5%
COC(=O)C1=C(COc2ccccc2)NC(=O)NC1c1ccc(Cl)cc1 (centres undefined)	0%	3%	-2%	0%
C/C=C/c1cc(OC)c2c(c1)[C@H](C)[C@@H](c1ccc(O)c(OC)c1)O2	-4%	15%	-20%	-2%
c1ccc2c(c1)nc1n2CCC1	-4%	9%	-1%	-4%
O=C1OC(c2ccccc2)(c2ccccc2)c2ccccc21	-1%	15%	-3%	0%
Cc1nnc(SCCCOc2ccccc2)nc1C	3%	22%	-2%	2%
O=C(c1ccc2c(c1)OCO2)N1CCN(CCN2C(=O)c3cccc4cccc(c34)C2=O)CC1	1%	7%	-1%	-2%
CC(=O)Oc1ccc(-c2cc3c(OC(C)=O)cc(OC(C)=O)cc3oc2=O)cc1	2%	20%	421%[activator]	0%
CC(C)Oc1ccccc1/C=N/n1nnnc1N	1%	-6%	-1%	-2%
CCNC1CCC(Nc2ccnc3cc(Cl)ccc23)CC1 (centres undefined)	1%	-67%[inhibitor]	-3%	-2%
NC(=S)NN=C1CCCC(C(F)(F)F)C1 (centres undefined)	-8%	2%	-1%	-1%
CCOC(=O)c1ccc[n+]([O-])c1	-9%	?	3%	-2%

Record cards, from the list above. Order of values: TCR activator | a7 integrin act | S-ASM inh | TSG101-PTAP inh
Cc1cccc(-c2c3c(=O)n(C)c(=O)n(C)c3cn2-c2ccc(O)cc2)c1 as listed: 2% | 10% | 5% | -11%
CCOC(=O)c1ccc[n+]([O-])c1 as listed: -9% | ? | 3% | -2%
CCOC(=O)/C=C1/SCC(=O)N1CC(=O)Nc1ccc2c(c1)CCC2 as listed: -1% | 10% | -2% | -1%
O=C1OC(c2ccccc2)(c2ccccc2)c2ccccc21 as listed: -1% | 15% | -3% | 0%
CCCCNC(=O)c1onc(CSc2ccc(Cl)cc2)c1C(=O)NCCCC as listed: 9% | 15% | -9% | -6%

(more compounds)
SMILES	TCR activator	a7 integrin act	S-ASM inh	TSG101-PTAP inh
CCc1noc(C)c1C(=O)N1CCCC(N2CCN(c3ccc(F)cc3)CC2)C1 (centres undefined)	0%	6%	0%	-5%
CC(=O)Nc1cccc2ccc(O)cc12	12%	-18%	4%	0%
CN(Cc1ccc([N+](=O)[O-])cc1)c1ccccc1	-3%	?	-5%	-1%
CCOC(=O)C1=C(C)NC(C)=C(C(=O)OCC)C1c1nc2ccccc2[nH]1	-4%	-7%	60%[activator]	-3%
COc1cccc(NC(=O)CN(C)C(=O)/C=C/c2cn(-c3ccccc3)nc2-c2ccc(OC)c(OC)c2)c1	3%	14%	-7%	-2%
COC(=O)c1ccc(C(=O)OC)c(NC(=O)C2CC(=O)N(C3CCCC3)C2)c1 (centres undefined)	3%	-13%	3%	0%
COc1ccc(C(=O)OCC(=O)N2CCN(S(=O)(=O)c3ccc(C)cc3)CC2)cc1[N+](=O)[O-]	6%	-20%	-1%	-6%
CN(CCc1ccccc1)C(=O)c1cccc(NC(=O)Cc2cccc(NC(=O)C3CCCN(S(=O)(=O)c4cccc([N+](=O)[O-])c4)C3)c2)c1 (centres undefined)	-1%	-3%	3%	-1%
O=C(N1CCc2cc(S(=O)(=O)NC[C@H]3O[C@@H](n4ccc(=O)[nH]c4=O)[C@H](O)[C@@H]3O)ccc2C1)C(F)(F)F	-8%	16%	2%	0%
COc1ccc(NC(=O)[C@@H]2CC=C[C@@H]3CCN(Cc4ccccc4)C(=O)[C@@H]32)cc1	-7%	1%	4%	-3%
COc1cc(/C=C/C=C2/CC/C(=C/C=C/c3ccc(O)c(OC)c3)C2=O)ccc1O	-4%	0%	-16%	24%
Cc1cc(NC(=O)NC(=O)c2ccccc2NC(=O)CN(C)C)ccc1Oc1ncc(Br)cn1	-2%	-21%	1%	-4%
C(=C1c2ccccc2-c2ccccc21)c1ccccn1	-6%	-15%	-8%	-2%

High-throughput results from PubChem BioAssay.
